# mIAP act – mouse IAP activation. activation factor at 10 µM. muIAP, CDP-Star luminescence, 30 min; stronger effect = higher value; 1 = vehicle-only enzyme signal, 0 = enzyme-free wells. AID 2805. 330,000 tested, 0.24% active;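 active = activation factor of at least 2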; also: the source names both 10 and 20 µM as test concentration; values of inactives mirror those of a sister screen read the other way
#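 Assay system: mouse IAP enzyme / Compound: DMSO-dissolved test compounds / Timing: 30 min, room temperature / Measured by: luminescence from enzymatic CDP-Star hydrolysis / Control set: DMSO-only wells, enzyme-free buffer wells as negative control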
# MIN6 prolif – inducers of beta-cell replication in MIN6 cells; MIN6 cells proliferation, ATPlite luminescence, 48 h; cells starved in 0.2% serum; 100% = growth in 10% serum; proliferation, % at 10 µM; 330,000 tested, 0.29% active;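 active = compounds whose signal lies at least 3.5 SD above the mean of all wells on their plate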;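 also: 0% = DMSO-treated cells in low-serum medium and 100% = 10% serum control; some compounds called inactive have numbers as strong as hits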
# APOBEC3A inh – human APOBEC3A DNA deaminase inhibition | inhibition, % at 20 µM | 330,000 tested, 0.41% active | recombinant A3A, FAM/TAMRA ssDNA deamination fluorescence;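 active = at least 40% inhibition at 20 µM here, with at most 30% in a related deaminase screen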;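 also: plate controls were A3A with DMSO for no effect and wells lacking A3A enzyme for full effect; some results filed as inactive read as strong as hits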
# Target sequence (P31941 whole entry, looked up): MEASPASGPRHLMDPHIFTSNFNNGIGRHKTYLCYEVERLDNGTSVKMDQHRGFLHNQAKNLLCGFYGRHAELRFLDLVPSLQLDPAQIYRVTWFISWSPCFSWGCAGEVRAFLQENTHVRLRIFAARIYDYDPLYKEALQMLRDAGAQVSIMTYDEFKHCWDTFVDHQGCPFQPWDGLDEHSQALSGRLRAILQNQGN
# tim10-1 inh – inhibits growth of tim10-1 mutant yeast. S. cerevisiae tim10-1 ts strain growth, BacTiter-Glo, 24 h. inhibition, % at 20 µM. 330,000 tested, 2.2% active. AID 463190;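 active = inhibition of at least 40%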;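 also: mutant grown at 25 °C; 0% = DMSO wells with yeast and 100% = wells holding no yeast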
# A3G deaminase – inhibitors of human APOBEC3G DNA deaminase. inhibition, % at 20 µM. recombinant A3G, ssDNA deamination FAM/TAMRA fluorescence. 330,000 tested, 0.28% active. AID 493012. Q9HC16;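 active = inhibition of at least 40% at 20 µM, with no more than 30% in the related APOBEC3A deaminase screen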;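 also: plate controls were DMSO wells with A3G for no effect and wells lacking A3G enzyme for full effect; some compounds called inactive have numbers as strong as hits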
# Target sequence (Q9HC16 whole entry, looked up): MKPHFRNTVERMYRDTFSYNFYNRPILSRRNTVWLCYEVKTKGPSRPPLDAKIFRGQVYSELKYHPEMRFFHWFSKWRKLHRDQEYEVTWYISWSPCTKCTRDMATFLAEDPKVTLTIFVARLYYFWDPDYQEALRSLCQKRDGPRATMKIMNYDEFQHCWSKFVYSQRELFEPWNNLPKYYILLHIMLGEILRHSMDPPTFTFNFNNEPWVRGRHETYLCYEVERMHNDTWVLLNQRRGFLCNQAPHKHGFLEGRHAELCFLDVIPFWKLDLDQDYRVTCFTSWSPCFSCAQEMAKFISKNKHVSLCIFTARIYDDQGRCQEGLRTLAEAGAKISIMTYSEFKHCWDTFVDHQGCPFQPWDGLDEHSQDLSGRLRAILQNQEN
# TIM10 inh – inhibits growth of TIM10 yeast strain; S. cerevisiae TIM10 strain growth, BacTiter-Glo luminescence, 24 h; inhibition, % at 10 µM; 330,000 tested, 1.4% active;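 active = inhibition of 40% or more at the single tested concentration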;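 also: wild-type TIM10 isogenic control strain grown at permissive 25 °C; 0% = DMSO yeast wells and 100% = minimal medium wells without yeast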
# mIAP inh – blocks mouse intestinal alkaline phosphatase; purified mouse IAP, CDP-Star luminescence, 30 min; inhibition, % at 10 µM; 330,000 tested, 0.2% active; AID 2806;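 active = inhibition of at least 40% at 10 µM in the primary screen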;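 also: plate controls were DMSO with enzyme for no effect and no enzyme wells for full effect; values of inactives mirror those of a sister screen read the other way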
# hIAP inh – human IAP inhibition; P09923; inhibition, % at 10 µM; 330,000 tested, 0.12% active; purified IAP, CDP-Star luminescence, 30 min; AID 2544;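 active = inhibition reaching a set limit with compound at 10 µM in the primary screen, cut at about 35% in these data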;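 also: plate controls were DMSO wells with enzyme for no effect and no-enzyme buffer wells for full effect; values of inactives mirror those of a sister screen read the other way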
# NLRP3 yeast inh – blocks the NALP3 inflammasome reconstituted in yeast | Yeast reconstituted NLRP3/ASC/caspase-1, beta-gal luminescence, 24 h | inhibition, % at 10 µM | 330,000 tested, 0.39% active;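 active = inhibition of 50% or more; inactive = inhibition below 50%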;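 also: plate controls were induced DMSO wells for no effect and uninduced yeast grown without galactose for full effect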
# * = called active by the depositor. An unsorted share of the library; about 4.6% have a hit in one of these screens.
SMILES,mIAP act,MIN6 prolif,APOBEC3A inh,tim10-1 inh,A3G deaminase,TIM10 inh,mIAP inh,hIAP inh,NLRP3 yeast inh
O=C(C[C@H]1C/C=C\CC[C@H](Cc2ccc(F)cc2)C(=O)O[C@@H](c2ccccc2)CNC1=O)N[C@@H](CO)Cc1ccccc1,0.98,-5,-4,9,-9,4,2,2,22
OCc1ccccc1OCCCOc1cccc2cccnc12,1,-1,-2,-1,-4,-3,-3,5,12
Cc1ccc(N2CC(C(=O)Nc3nnc(SCCN4CCOCC4)s3)CC2=O)cc1C (stereo not given),0.94,-4,0,-21,-4,12,6,-14,8
CC(CCC(=O)O)(c1ccc(O)cc1)c1ccc(O)cc1,1,-3,-1,-11,-9,1,0,3,7
Cc1ccc(S(=O)(=O)N(C)C)cc1NC(=O)COC(=O)CC1CCCC1,1,-1,2,-6,-2,10,-1,-10,13
N#CCSc1nnc(Cc2ccc3c(c2)OCO3)o1,0.99,-1,-2,13,-4,0,0,12,10
O=C(COc1ccccc1-c1ccccc1)c1ccccc1,1,-2,-7,21,-8,14,0,3,0
CCOC(=O)C1=C(C)N(C)C(=O)NC1c1cc2c(cc1[N+](=O)[O-])OCO2 (stereo not given),0.88,-1,16,0,14,20,12,4,-6
CC(=O)c1cccc(N(CC(=O)Nc2ccc(S(=O)(=O)N3CCCC3)cc2)S(C)(=O)=O)c1,1,3,0,-13,-8,-8,-2,-1,2
CC(C)Nc1nc(-c2ccccn2)nc(-c2ccccc2)c1C#N,0.91,0,-4,23,-7,22,9,-3,9
CCOC(=O)/C(C#N)=C1\C=CN(C)C(C)=N1,0.99,-2,-3,14,-2,-27,1,4,11
Cc1nc(SCC(=O)NCCc2ccccc2)nc(C)c1C,0.98,-1,-4,14,0,15,2,-6,12
CCOC(=O)c1nc(C)n(-c2ccc([N+](=O)[O-])cc2)n1,0.93,-2,-3,-3,-7,4,7,-16,2
COc1cccc(Nc2ncnc3onc(-c4ccccc4OC)c23)c1,0.99,2,-1,4,9,16,0,5,26
CCCCC(C(=O)NC1CCCC1)N(C(=O)c1snc(C(N)=O)c1N)c1ccc(C)cc1 (stereo not given),1,-3,-2,-8,-8,-12,-5,6,1
CCCn1cnc2cc(NCc3cccs3)ccc21,1,-4,2,-22,-4,-5,-3,-7,10
COc1ccc(-c2oc3ncn4nc(COc5ccccc5)nc4c3c2-c2ccc(OC)cc2)cc1,1,-1,0,21,-3,-15,0,-14,6
Cn1c(=O)[nH]c(=O)c2c1nc(Sc1ccccc1)n2CCc1ccccc1,0.89,2,-2,-15,-6,-3,11,-3,18
COc1cccc(CC(=O)NNC(=O)c2ccc3c(c2)OCO3)c1,1.1,-2,5,10,8,2,-7,-23,6
O=C(Nc1cccc(-n2cnnn2)c1)c1ccoc1COc1ccc(Cl)cc1,1.1,-5,0,14,-1,-10,-8,-23,3
CNCCOc1ccccc1-c1ccccc1,0.96,3,0,7,-3,-4,4,4,14
Cc1ccccc1-c1nc(-c2ccc(NC(=O)c3ccc4c(c3)OCO4)cc2)no1,0.97,-4,0,23,-2,-21,3,-2,8
COc1ccc(CCC(=O)NCc2ccccc2OC)cc1,1,-2,-1,11,-6,-21,-4,-16,3
O=C(O)Cn1cnc2scc(-c3cccs3)c2c1=O,0.99,-1,3,8,-1,6,1,1,-9
Cc1ccc(OCC(=O)N2CCN(C(=O)CCC3CCCC3)CC2)cc1,0.95,0,-2,21,-5,19,5,14,29
SMILES,mIAP act,MIN6 prolif,APOBEC3A inh,tim10-1 inh,A3G deaminase,TIM10 inh,mIAP inh,hIAP inh,NLRP3 yeast inh
CC(=O)NS(=O)(=O)c1ccc(N=c2ssc3c2-c2cc(C)ccc2NC3(C)C)cc1,1,0,-3,14,-5,3,-3,11,18
COc1ccc(C(=O)Oc2c(OC)cc(C(=S)N3CCOCC3)cc2OC)cc1OC,1,-1,-4,6,38,3,-1,-7,0
CCN(CC)S(=O)(=O)c1ccc(C(=O)Nc2nnc(C(C)C)s2)cc1,1.1,1,-3,5,-8,6,-7,-12,13
COc1ccc2nc(-n3c(C)ccc3C)sc2c1,0.98,-1,-3,6,-6,-9,2,1,5
CC1CCCCN1C(=O)COC(=O)c1n[nH]c2ccccc12 (stereo not given),0.94,1,-2,17,-5,8,6,-1,13
COc1ccc(/C(O)=C2\C(=O)C(=O)N(c3cc(C)on3)C2c2cccc(OC)c2OC)cc1C (stereo not given),0.98,0,1,12,-1,0,2,6,9
CCCNC(=O)c1onc(CSc2ccc(F)cc2)c1C(=O)NCCC,0.98,1,-3,17,-8,7,2,9,26
O=C(Nc1ccccc1F)C1CCN(C(=O)NC2CCCCC2)CC1,1.1,1,0,4,-5,-15,-5,-26,9
CN(c1ccccc1)S(=O)(=O)c1cccc(C(=O)NCC(=O)Nc2ccc(F)c(F)c2F)c1,1,-2,-1,-14,-6,-8,-1,0,25
CCOCCCNC(=O)c1c[nH]c2c(CC)cccc2c1=O,0.94,0,3,6,-1,-21,6,12,6
Cc1ccc(C(=O)N(C)CC(=O)Nc2cccc(F)c2)cc1S(=O)(=O)N1CCCCC1,1.1,-5,12,10,1,3,-9,14,11
O=C(CCCOc1ccc(Cl)cc1Cl)Nc1cccnc1,1.1,-4,-2,-6,-5,-11,-10,2,25
Cc1ccc(CNC(=O)C2CCCN(c3nc4ccccc4o3)C2)cc1 (stereo not given),1.2,-2,-1,1,-4,-9,-21,-12,21
CCOc1ccc(Br)cc1C(=O)N/N=C/c1ccccn1,1,-1,2,18,0,24,-4,-32,3
Cc1ccc(-c2nc(S(=O)(=O)c3ccc(C)cc3)c(N3CCOCC3)o2)cc1,0.99,11,-4,14,-12,-2,1,4,29
CC(C)N(C)Cc1cn(C)nc1-c1ccc(Oc2ccccc2)cc1,0.91,-4,-4,20,-3,-1,9,-40,17
COc1ccccc1NC(=O)C(=O)N/N=C(\C)CC(=O)Nc1ccccn1,0.78,3,-1,13,-6,-3,22,6,-8
O=C1CCC(=O)N(O)CCCCCNC(=O)CCC(=O)N(O)CCCCCNC(=O)CCC(=O)N(O)CCCCCN1,0.94,-2,-4,18,-7,15,6,-20,20
Cc1ccc(/C(N)=N/OC(=O)c2ccc(F)cc2)cc1,0.93,-4,-1,59*,-6,67*,7,13,21
Cc1c(/C(Cc2ccccc2)=N/O)c2ccccc2n1C,0.97,-2,-6,10,-1,0,3,-14,56*
CCC(C)Sc1cc(-c2nc3ccccn3c2NC2CCCCC2)ccc1OC (stereo not given),1.1,-8,2,40,-6,2,-13,2,5
CC(=O)N1CCc2cc(S(=O)(=O)NC(C)c3ccccc3)ccc21 (stereo not given),1.1,-1,3,14,1,-4,-8,4,13
Cc1c(/C=N/n2cnnc2)c2ccccc2n1CCOc1ccc(Cl)cc1,1,-2,0,23,-4,-9,-1,-11,-10
CCNC(=O)N1CCOCC1,1.1,-2,-6,-5,-5,-9,-10,-8,9
COc1cc(C=C(c2nc3ccccc3s2)c2nc3ccccc3s2)ccc1O,0.89,-6,0,51*,-5,35,11,-14,27

# Next part, starting with the last three of the part before.
SMILES,mIAP act,MIN6 prolif,APOBEC3A inh,tim10-1 inh,A3G deaminase,TIM10 inh,mIAP inh,hIAP inh,NLRP3 yeast inh
Cc1c(/C=N/n2cnnc2)c2ccccc2n1CCOc1ccc(Cl)cc1,1,-2,0,23,-4,-9,-1,-11,-10
CCNC(=O)N1CCOCC1,1.1,-2,-6,-5,-5,-9,-10,-8,9
COc1cc(C=C(c2nc3ccccc3s2)c2nc3ccccc3s2)ccc1O,0.89,-6,0,51*,-5,35,11,-14,27
CC(C)C[C@@H](CO)N1CCN(CCc2ccccc2)CCC1=O,0.97,-3,0,0,-1,-3,3,5,8
COc1ccc(N2CCN(CC(=O)Nc3ccc(-n4cnnn4)cc3)CC2)cc1,1,0,1,13,-2,16,-4,5,15
CCOc1ccc(NC(=O)N(C2CCCCC2)C(C)c2ccncc2)cc1 (stereo not given),1.1,-3,-3,20,-2,15,-7,4,1
O=[N+]([O-])c1ccc(CN2CCN(c3ccccc3)CC2)o1,1,0,-9,2,-8,10,-4,6,23
CCOC(=O)c1sc(=NC(=O)CCSc2ccccc2)n(C)c1C,1,-1,-1,17,3,7,-1,-24,10
COCc1cc(Sc2ccc(Cl)cc2)nc(C)n1,0.97,-1,-2,15,-8,-2,3,7,-5
COc1ccc(Cc2nnc(NC(=O)CSc3ccc(C)cc3)s2)cc1OC,0.95,0,3,-4,2,-5,5,16,4
CCOC(=O)c1cc(-c2ccc(/C=C3/C(=O)N(c4ccc(C(=O)O)cc4)N=C3C)o2)ccc1Cl,0.83,-5,0,29,-1,14,17,18,32
O=C(OCc1nc2ccc(Cl)cc2n1CCO)c1ccc(O)cc1,1,5,-5,14,-5,-2,0,-10,-5
COC(=O)CNC(=O)COC(=O)/C=C/c1cccs1,1.1,-2,-1,-6,-2,-10,-8,6,-10
CN[C@H]1CCc2cc(OC)c(OC)c(OC)c2-c2ccc(N(C)CC(OC)OC)c(=O)cc21,0.96,-3,-4,13,-6,-4,4,0,-2
Cc1ccc(CNC(=O)c2ccc(F)c(S(=O)(=O)N3CCOCC3)c2)cc1,0.95,-2,-1,14,-2,20,4,8,20
O=C(/C=C/Nc1ccc(S(=O)(=O)Nc2cnc3ccccc3n2)cc1)c1cccnc1,0.9,-4,0,-20,-4,9,10,6,7
COc1ccc(NC(=S)N2CCC(C(=O)c3ccc(OC)cc3)CC2)cc1,1.1,-5,-5,26,-1,1,-7,-12,22
Cc1ccsc1C(=O)NCCc1ccco1,0.94,-1,11,-19,13,-8,6,-7,7
CC(C)(C)/C(O)=C/c1nc2ccccc2oc1=O,1,-5,-4,-31,-10,2,0,3,21
C[Si](C)(C)n1ccnc1,1,-1,1,-3,-5,-1,-4,9,20
COCc1ccc(C(=O)NC2CCCN(Cc3ccccc3F)C2)o1 (stereo not given),0.94,-4,-2,-11,-5,-7,6,-2,6
CC(=O)Oc1ccc(Oc2ccc(-c3noc(C)n3)cc2)cc1,1,-3,2,-3,-2,-10,-1,-15,56*
Cc1ccc(-n2c(N)cc(=O)nc2SCC(=O)N2CCN(c3ccccc3)CC2)cc1C,1,-5,1,-1,-2,18,-2,-26,12
CC(=O)c1cccc(NC(=O)C(C)OC(=O)CCCN=C2NS(=O)(=O)c3ccccc32)c1 (stereo not given),0.96,3,-2,-6,-10,-3,4,0,15
O=C(CNc1ccccc1OC(F)F)N1CCc2ccccc21,0.99,-3,4,25,-2,4,0,-6,29
O=C(CSc1nc(O)c(Cc2ccccc2)c(=O)n1-c1ccccc1)N1CCOCC1,1,-4,-13,8,-4,-8,0,-15,11
O=C(COc1ccccc1)NCC(=O)N/N=C/c1cccs1,1,-1,-3,1,-6,-11,-5,5,-7
CC1CCN(S(=O)(=O)c2ccc(NC(=O)[C@@H]3CCCC[C@@H]3C(=O)O)cc2)CC1,1,0,-6,-5,-14,8,-3,12,9
O=[N+]([O-])c1cc(/C=N/O)ccc1SCc1ccccc1,0.85,-3,-5,15,-9,18,15,7,18
CCn1c(N2CCN(C(=O)/C=C/c3ccccc3)CC2)nc2ccccc21,1,-2,-2,34,-3,7,0,-10,14
CCN1CCN(C(=O)Cn2ncc3ccsc3c2=O)CC1,0.93,9.8*,3,7,4,8,7,2,19
O=S(=O)(Nc1ccccc1N1CCCCC1)c1ccccc1,0.99,-2,-5,31,-9,19,1,-28,14

# Screens as filed in PubChem BioAssay.
